GLP1R ag: qHTS of GLP-1 Receptor Agonists; Glucagon-like peptide 1 receptor (Homo sapiens), P43220; HEK293 GLP-1R CRE-luciferase, luminescence, 4-6 h; cells express a hypersensitive GLP-1R form; Potency, µM (top dose mostly 45.6 µM), for inactives: at the top dose activation, hits mostly activators; 380,000 tested, 0.007% active; further: potency means the concentration at half of the fitted maximal effect; % of control where 0% means no effect
Target sequence (P43220 whole entry, looked up): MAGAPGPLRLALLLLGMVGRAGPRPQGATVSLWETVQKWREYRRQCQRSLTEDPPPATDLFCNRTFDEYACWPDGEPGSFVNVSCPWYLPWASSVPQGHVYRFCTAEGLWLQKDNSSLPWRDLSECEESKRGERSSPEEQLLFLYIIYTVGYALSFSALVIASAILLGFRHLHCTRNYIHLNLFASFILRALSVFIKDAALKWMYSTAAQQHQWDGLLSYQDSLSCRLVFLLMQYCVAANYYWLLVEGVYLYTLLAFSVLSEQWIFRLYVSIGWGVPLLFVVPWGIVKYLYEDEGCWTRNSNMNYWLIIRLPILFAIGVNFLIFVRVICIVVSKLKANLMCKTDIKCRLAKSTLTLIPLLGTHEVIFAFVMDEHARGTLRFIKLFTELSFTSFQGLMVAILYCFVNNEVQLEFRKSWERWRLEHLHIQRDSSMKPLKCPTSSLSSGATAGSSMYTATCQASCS
KB-V1 cytotox: qHTS assay for MDR1-selective chemotherapeutics: Primary screen using the drug-selected MDR subline cells KB-V1 | KB-V1 MDR cells viability, CellTiter-Glo, 72 h | Potency, µM (titrated, usually from 46.1 µM), without a hit: at the top dose activity change, negative = cytotoxicity, actives largely listed as cytotoxic | 400,000 tested, 3.4% active; further: potency means the concentration at half of the fitted maximal effect; on the % scale 0 is the no-effect control and ±100 the full control effect; nearly all actives have a fitted effect of over 60% in size
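Compound-treated KB-V1 multidrug-resistant cells, 72 h, 37 degrees C; viability by CellTiter-Glo. Fitted qHTS curves give the values.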
SW480 rerep: A quantitative high throughput screen for small molecules that induce DNA re-replication in SW480 colon adenocarcinoma cells; Potency, µM (doses to about 46.1 µM), without a hit: at the highest dose re-replication activation, most hits filed as activators; 340,000 tested, 1.8% active; SW480 DNA re-replication, Hoechst DNA content imaging, 48 h; further: potency means the concentration at half of the fitted maximal effect; % of control where 0% means no effect; nearly all actives have a fitted effect of over 55% in size
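SW480 cells exposed to compounds for 48 hr at 37 C, 5% CO2, then Hoechst-stained 40 min. Nuclear DNA content imaged by fluorescence scanning (405 nm excitation, 500-530 nm emission); re-replication scored as increased high-intensity nuclei.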
DRD3 antagonist: qHTS of D3 Dopamine Receptor Antagonist: qHTS | max response, negative = inhibition, % | 360,000 tested, 2.5% active | AID 652054, 2013 | D(3) dopamine receptor (Homo sapiens), P35462 | D3R cells, DiscoveRx beta-arrestin luminescence, antagonist mode; hits give low values; in the data active means max response below about -50%; inconclusive means no clear call, values can overlap the other calls; further: on the % scale 0 is the no-effect control and ±100 the full control effect; mostly tested at two doses, the higher about 12 µM
Target sequence (P35462 whole entry, looked up): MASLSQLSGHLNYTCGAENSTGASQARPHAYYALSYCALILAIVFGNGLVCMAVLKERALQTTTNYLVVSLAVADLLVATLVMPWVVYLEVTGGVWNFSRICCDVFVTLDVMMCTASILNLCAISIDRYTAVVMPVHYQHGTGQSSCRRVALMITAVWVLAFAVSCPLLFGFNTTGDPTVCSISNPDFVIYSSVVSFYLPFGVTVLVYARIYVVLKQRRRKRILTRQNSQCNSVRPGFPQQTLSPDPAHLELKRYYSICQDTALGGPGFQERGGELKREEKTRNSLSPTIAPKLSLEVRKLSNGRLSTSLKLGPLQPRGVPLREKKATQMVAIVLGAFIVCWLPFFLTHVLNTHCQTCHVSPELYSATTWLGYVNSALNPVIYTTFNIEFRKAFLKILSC
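Cells plated overnight at 1500 cells/well, then exposed to library compounds with dopamine controls for 90 minutes at 37 degrees C. DiscoveRx reagent added for 30–60 minutes at room temperature; luminescence read, quantitative HTS format.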
HT1080 IDH1KD tx: qHTS for induction of synthetic lethality in tumor cells producing 2HG: qHTS for the HT-1080-IDH1KD cell line; HT-1080 IDH1 knockdown viability, ATP luminescence, 48 h; Potency, µM (top dose mostly 46.1 µM), for the others: at the highest dose activity, negative = toxicity, actives largely listed as cytotoxic; 360,000 tested, 2% active;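 further: potency means the concentration at half of the fitted maximal effect; 0% = DMSO wells and -100% = cell-free medium wells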
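In this qHTS, HT-1080 cells depleted of IDH1 are exposed for 48 h at 37 °C to compound titrations. Toxicity is scored from CellTiter-Glo luminescence, with DMSO as full viability and medium alone as none.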
IL-1B inflam inh: qHTS for Inhibitors of Inflammasome Signaling: IL-1-beta AlphaLISA Primary Screen. AID 743279, 2014. activity change, % at 57.5 µM. 360,000 tested, 4.7% active. THP-1 LPS/ATP IL-1B secretion, AlphaLISA, 16 h; hits give low values; in the data active means activity change below about -50%; inconclusive means mostly about -30% to -49%; further: on the % scale 0 is the no-effect control and ±100 the full control effect
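THP-1 cells pretreated 1 hr with compounds (up to 57.5 uM final), then stimulated with LPS (250 ng/mL final) plus ATP (1.25 mM final); secreted IL-1B measured by AlphaLISA after 16 hr, decreased signal indicating inhibition.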
KB-3-1 cytotox: qHTS assay for MDR1-selective chemotherapeutics: Primary screen using the parental adenocarcinoma cell KB-3-1; Potency, µM (titrated, usually from 46.1 µM), without a hit: at the highest dose activity change, negative = cytotoxic, usual class: cytotoxic; 400,000 tested, 1.4% active; KB-3-1 viability, CellTiter-Glo ATP luminescence, 72 h; further: potency means the concentration at half of the fitted maximal effect; on the % scale 0 is the no-effect control and ±100 the full control effect; nearly all actives have a fitted effect of over 60% in size
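Multi-concentration cytotoxicity screen in KB-3-1 cells grown in DMEM lacking phenol red with 10% FBS. After 72 h at 37 °C with compound, ATP-dependent luminescence was recorded.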
HT1080NT lethal: qHTS for induction of synthetic lethality in tumor cells producing 2HG: qHTS for the HT-1080-NT fibrosarcoma cell line; HT-1080-NT fibrosarcoma viability, CellTiter-Glo ATP luminescence, 48 h; Potency, µM (series often up to 46.1 µM), for inactives: at the highest dose activity, negative = less viability, hits mostly cytotoxic; 360,000 tested, 1.6% active;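 further: NT is the 2HG producing partner of a matched IDH1 knockdown line; potency means the concentration at half of the fitted maximal effect; 0% = DMSO-treated cells and -100% = media-only wells without cells; nearly all actives have a fitted effect of over 55% in size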
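Compounds were tested in concentration-response format on HT-1080-NT cells for 48 hours at 37 degrees C. Cell viability came from CellTiter-Glo luminescence; curves were classified by r2, response magnitude and activity.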
D3 ag: qHTS of D3 Dopamine Receptor Agonist: qHTS. D(3) dopamine receptor (Homo sapiens), P35462. D3R DiscoveRx beta-arrestin cells, luminescence, 90 min. max activation, %. 410,000 tested, 0.58% active. AID 652048, 2013; in the data active means max activation above about 30%; further: 0% is about no effect; mostly tested at two doses, the higher about 12 µM
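Agonist-mode cell screen: cells plated at 1500/well and incubated overnight at 37 °C, then exposed to library compounds for 90 min at 37 °C. Detection reagent was added for 30–60 min at room temperature, and luminescence was read.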
Active calls of the source: *; ? = inconclusive; · = no result given; & = joins results of further samples; [ ] = dose if it differs, or a comment. Unless noted, the call rests on the fitted dose curve; in most records, active means well fitted curve in the direction sought with a large enough effect; inconclusive means small, poorly fitted or top-dose-only effect, or another doubt; inactive means no such curve, though single readings can be large; an effect the other way counts as inactive or inconclusive.

SMILES	GLP1R ag	KB-V1 cytotox	SW480 rerep	DRD3 antagonist	HT1080 IDH1KD tx	IL-1B inflam inh	KB-3-1 cytotox	HT1080NT lethal	D3 ag
CN(CCC(=O)Nc1ccc2c(c1)OCO2)Cc1ccccc1	-1%	-5%	-2%	-73*	-7%	0	-7%	-2%	-31
CCOC(=O)c1ccc(NS(=O)(=O)c2ccc3c(c2)CCN3C(=O)CC)cc1	1%	-27%	·	·	·	·	-8%	·	-14
CC1CN=C(N(C(=S)Nc2ccccc2)c2cccc(C(F)(F)F)c2)S1 (stereo not drawn)	16%	-25%	?	-8	-4%	·	13%	-4%	-7
CCCCC(NC(=O)COc1cc2c(c3oc(=O)cc(C)c13)CCC(C)(C)O2)C(=O)O (stereo not drawn)	-2%	-25%	?	-11	-1%	-12	2%	2%	-13
CC(=O)CC(CC(=O)NC1CCCCC1)c1ccccc1 (stereo not drawn)	0%	-6%	-13%	4	3%	1	0%	-4%	-11
CCC1CSC(Nc2ccc(C(=O)/C=C/c3ccc(Oc4ccccc4)cc3)cc2)=N1 (stereo not drawn)	4%	18µM*	?	-10	-15%	?	?	0%	-5
CC1CCC2(CC1)NC(=O)N(Cc1nnc(-c3cccs3)o1)C2=O (stereo not drawn)	0%	-4%	-6%	5	1%	6	-11%	0%	5
CN(Cc1c(F)cccc1Cl)c1nnnn1-c1ccccc1	-1%	21µM*	-3%	13	2%	-13	0%	4%	2
CCOCCn1ccc2c(OCC(=O)Nc3ccccc3F)cccc2c1=O	9%	-14%	-2%	10	-1%	-3	0%	-5%	3
COc1ccc(CNC(=O)C2CCCN(S(=O)(=O)c3ccc4c(c3)C(C)(C)C(=O)N4C)C2)cc1 (stereo not drawn)	4%	?	-6%	1	2%	21	8%	1%	0
COc1ccccc1Nc1nc(-c2ccc([N+](=O)[O-])cc2)nc2ccccc12	-7%	-2%	-11%[9.22 µM]	10	3%	78	1%	3%	1
COc1cccc(-c2cc(C(F)(F)F)nc(N3CCCCC3)n2)c1	0%	8%	-9%	11	1%	48	10%	1%	-2
COc1ccccc1OCCOc1ccc(/C=N/n2cnnc2)cc1	9%	14%	-1%	1	21µM*	10	-4%	?	8
Cc1ccc(C(=O)NCCNS(=O)(=O)c2ccccc2[N+](=O)[O-])cc1	-5%	?	-2%	3	9%	3	4%	8%	-7
O=C(c1ccc(Cl)cc1)C1CCN(CC(=O)N2CCCCC2)CC1	11%	-17%	-10%	-10	-11%	21	0%	-17%	-3
Nc1cc2c(cc1Br)-c1ccccc1C2=NO	-1%	?	4%	1	-31%	-105*	-21%	3%	6
Cc1ccc(-n2c(C)nnc2SC(C)C(=O)N2CCCC2)cc1 (stereo not drawn)	1%	0%	-8%	4	15%	3	1%	20%	21
O=C(NC(=S)Nc1ccc(S(=O)(=O)Nc2ncccn2)cc1)c1cccc(Br)c1	-5%	-3%	-27%	-15	-11%	8	11%	4%	23
CC1(C)N=C(N)N=C(N)N1c1cccc(C(=O)O)c1	-9%	5%	-5%	2	-2%	-3	-5%	13%	-4
CC(C)CCN1CCN(CC(c2ccccc2)c2ccccc2)CC1CCO (stereo not drawn)	7%	-22%	28%	?	-14%	0	0%	-9%	-25
c1ccc2c(CSCCc3ccncc3)cccc2c1	5%	-21%	16%	-8	-16%	17	-18%	-12%	1
O=C(Nc1ccccc1N1CCCC1)c1ccc([N+](=O)[O-])cc1Cl	-3%	-2%	-8%	13	9%	20	1%	15%	-1
CC(=O)Oc1ccccc1C(=O)Nc1ccccc1C(=O)N1CCCC1	-6%	-29%	?	17	3%	16	-11%	-3%	2
O=S(=O)(NCCC1CC1(Cl)Cl)c1ccc(Cl)cc1 (stereo not drawn)	6%	-11%	-10%	3	-15%	-4	-15%	?	-2
CCn1c(=O)c(C(=O)NCCc2ccccc2)c(O)c2ccccc21	1%	?	9%	0	-26%	33	-1%	-15%	17
CCC(=O)N1CCc2cc(S(=O)(=O)CCC(=O)NCc3ccccc3OC)ccc21	-4%&3%	-28%&-3%	-5%	-3	-7%	-4	0%&-3%	2%	-3&-13
O=C(Nc1ccc(Cl)c(-c2nc3ccccc3[nH]2)c1)c1cccnc1	3%	21µM*	3%	53	?	?	-11%	?	9
CC(C)(C)N(Cc1ccccc1)C(=O)COC(=O)CCc1c[nH]c2ccccc12	-4%	-14%	·	19	-8%	0	-8%	-1%	2
COc1cc(OC)cc(C(=O)Nc2nc3ccc(S(C)(=O)=O)cc3s2)c1	9%	?	2%	7	-22%	58	-9%	-20%	7
Cc1cc(NC(=O)CSc2nc(-c3ccc(F)cc3)cs2)no1	-1%	14%	-7%	16	-15%	0	6%	-22%	1
COc1ccccc1-c1ccc(=O)n(CC(=O)Nc2ccc(C(=O)N3CCCC3)cc2)n1	3%	-11%	7%	-10	-8%	-21	5%	-1%	6
Cc1ccc(Nc2nc(N)nc(CCl)n2)cc1	17%	?	-21%	-8	8.2µM*	·	?	2.3µM*	3
CC(=O)Nc1sc(C)c(C)c1C(=O)OCC(=O)Nc1cccc(C)c1	-1%	0%	?	?	12%	-59*	?	7%	-22
COc1ccccc1OCc1ccc(C(=O)Nc2cc(OC)c(OC)c(OC)c2)o1	4%	-1%	?	9	-16%	?	0%	-2%	0
Cc1ccc(S(=O)(=O)CCNC(=O)Cc2ccccc2)cc1	5%	-11%	-1%	9	-12%	25	11%	-10%	0
COC(=O)c1sc2nc(CSc3ccc(Br)cc3)[nH]c(=O)c2c1C	-5%	-12%	-4%	35	0%	35	19%	1%	-2
CC(C)[C@H](NC(=O)OC(C)(C)C)c1nnc(SCc2cccc(F)c2)o1	0%	13µM*	?	0	3%	12	-3%	2%	-3
N#C/C(=C\c1cc(O)c(O)c(O)c1)C(N)=O	-2%	-15%	-9%	-27	-2%	12	-19%	0%	4
COc1ccc(NC(=O)NCCN2CCN(c3cccc(Cl)c3)CC2)cc1	-4%	-8%	-7%	-58*	-14%	-15	-2%	-15%	-10
O=C(CNC(=O)c1ccc(Br)o1)NNC(=O)c1n[nH]c(=O)c2ccccc12	-4%	3%	-6%	-19	6%	-23	2%	-3%	-4
CCCCNC(=O)C1CC(c2ccccc2[N+](=O)[O-])=NO1 (stereo not drawn)	-1%	?	-9%	-3	16%	27	21%	11%	-5
CCOC(=O)c1csc(NC(=O)c2ccc(S(=O)(=O)N3CCCC3)cc2)n1	4%	14%	-3%	-15	?	4	8%	?	1
O=C(c1cccs1)c1coc2ccc(O)cc12	3%	6%	3%	-9	?	13	7%	28%	-4
CCC1=NN(C(=O)Cc2ccc(OC)c(OC)c2)C(O)(C(F)(F)F)C1 (stereo not drawn)	12%	15µM*	-21%	34	14%	-7	-7%	7%	3
COc1cc(NC(=O)c2ccc3c(c2)C(=O)N(CCC(C)C)C3=O)c(C(=O)O)cc1OC	8%	0%	-7%	9	6%	13	15%	4%	10
O=C1NCCN(Cc2ccc(Cl)c(F)c2)C1CC(=O)N1CCCO1 (stereo not drawn)	8%	0%	-3%	-6	8%	34	22%	3%	-4
CCN(C(=O)COC(=O)c1oc2ccccc2c1C)c1c(N)n(Cc2ccccc2)c(=O)[nH]c1=O	5%	-12%	4%	-24	-1%	-2	-2%	-8%	-25
S=c1[nH]nc(-c2ccccn2)n1/N=C/c1ccc(Cl)cc1	-18%	14%	-1%[9.22 µM]	-15	3%	9	7%	17%	-4
CCOc1ccc(C(=O)Nc2cc(-c3nc4cc(OC)ccc4o3)ccc2C)cc1[N+](=O)[O-]	14%	-18%	·	·	·	·	23%	·	-4
COCCCNC(=S)N1CCN(c2nc(-c3ccc(Cl)cc3)cs2)CC1	-1%	?	·	-1	-15%	-5	-6%	-17%	-5

Three structures already listed, sorted by molar mass, descending:
SMILES	GLP1R ag	KB-V1 cytotox	SW480 rerep	DRD3 antagonist	HT1080 IDH1KD tx	IL-1B inflam inh	KB-3-1 cytotox	HT1080NT lethal	D3 ag
CCN(C(=O)COC(=O)c1oc2ccccc2c1C)c1c(N)n(Cc2ccccc2)c(=O)[nH]c1=O	5%	-12%	4%	-24	-1%	-2	-2%	-8%	-25
COc1cc(NC(=O)c2ccc3c(c2)C(=O)N(CCC(C)C)C3=O)c(C(=O)O)cc1OC	8%	0%	-7%	9	6%	13	15%	4%	10
CCOC(=O)c1csc(NC(=O)c2ccc(S(=O)(=O)N3CCCC3)cc2)n1	4%	14%	-3%	-15	?	4	8%	?	1

(more compounds)
SMILES	GLP1R ag	KB-V1 cytotox	SW480 rerep	DRD3 antagonist	HT1080 IDH1KD tx	IL-1B inflam inh	KB-3-1 cytotox	HT1080NT lethal	D3 ag
COc1ccc(C(=O)c2sc(Nc3ccccc3)c(C(=O)Nc3ccc(OC)c(OC)c3)c2N)cc1	5%	0%	7%	?	-28%	-5	0%	-10%	-5
Cc1cc(C)n2nc(C(=O)OCC(=O)N(CC(C)C)C3CCS(=O)(=O)C3)nc2n1 (stereo not drawn)	5%	0%	8%	17	0%	3	18%	9%	3
Cc1cccc(-n2nc3c(c2NC(=O)c2ccco2)CS(=O)(=O)C3)c1C	9%	8%	-5%	3	4%	18	15%	17%	1
CCOC(=O)c1c(C)[nH]c(C)c1C(=O)COC(=O)[C@@H](NC(=O)c1ccccc1OCC)C(C)C	14%	0%	2%	-8	-8%	-5	9%	?	0
Clc1ccc(-c2nnc(-c3ccc4ccccc4c3)o2)cc1	1%	2%	-3%	-4	15%	-17	-3%	9%	-6
O=C(NCC1CCCO1)c1ccccc1-c1nc(-c2ccc(F)cc2)no1 (stereo not drawn)	1%	0%	-6%	5	2%	12	6%	-3%	3
